Screens as filed in PubChem.
PABP1 MLLE inh = inhibitors of microRNA-mediated deadenylation, human PABP1 MLLE binding; P11940; GST-MLLE / FITC-PAM2 fluorescence polarization; inhibition, % at 20 µM; 360,000 compounds, 0.36% hits; AID 588489; in the data active = inhibition above about 35%, passing the limit was not always enough;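 note: plate controls were DMSO wells with GST-MLLE for no effect and wells lacking GST-MLLE protein for full effect; some results filed as inactive read as strong as hits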
Rpn11 inh = blocks the human proteasome subunit Rpn11 | AID 588493 | 360,000 compounds, 0.59% hits | human 26S proteasome, Ub4-pepOG fluorescence polarization; 20S core pre-blocked with epoxomicin | calls only at 20 µM;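 active = inhibition at 20 µM, scaled to each plate's controls, above about 33%, limit read from the data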
Tb MetRS inh = Trypanosoma brucei MetRS inhibition; purified T. brucei MetRS, ATP depletion, Kinase-Glo luminescence; inhibition, % at 11.9 µM; 360,000 compounds, 0.4% hits;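 active = inhibition above a per-plate cutoff of the control wells' mean inhibition plus 3 SD, cut at about 5.5% in these data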;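 note: 0% = DMSO wells median and 100% = median of wells with control inhibitor compound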
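assay system = parasite MetRS enzyme | timing = 15 min preincubation, 2 h reaction, all 25 °C | evaluation = percent inhibition relative to median high and low control wells | medium = HEPES buffer containing pyrophosphatase, BSA, spermine, DTT | compound = single dose, 11.9 µM final nominal, 0.9% final DMSO | detection = Kinase-Glo luminescence, ATP depletion format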
STEP block = STEP (human) phosphatase inhibition; P54829; recombinant STEP, OMFP fluorogenic substrate, fluorescence; inhibition, % at 20 µM; 360,000 compounds, 0.25% hits; AID 588621;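 active = inhibition at 20 µM, scaled per plate between control wells, above about 37%, limit read from the data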;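 note: 0% = DMSO with enzyme and substrate and 100% = substrate only without enzyme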
Target sequence (P54829 whole entry, looked up): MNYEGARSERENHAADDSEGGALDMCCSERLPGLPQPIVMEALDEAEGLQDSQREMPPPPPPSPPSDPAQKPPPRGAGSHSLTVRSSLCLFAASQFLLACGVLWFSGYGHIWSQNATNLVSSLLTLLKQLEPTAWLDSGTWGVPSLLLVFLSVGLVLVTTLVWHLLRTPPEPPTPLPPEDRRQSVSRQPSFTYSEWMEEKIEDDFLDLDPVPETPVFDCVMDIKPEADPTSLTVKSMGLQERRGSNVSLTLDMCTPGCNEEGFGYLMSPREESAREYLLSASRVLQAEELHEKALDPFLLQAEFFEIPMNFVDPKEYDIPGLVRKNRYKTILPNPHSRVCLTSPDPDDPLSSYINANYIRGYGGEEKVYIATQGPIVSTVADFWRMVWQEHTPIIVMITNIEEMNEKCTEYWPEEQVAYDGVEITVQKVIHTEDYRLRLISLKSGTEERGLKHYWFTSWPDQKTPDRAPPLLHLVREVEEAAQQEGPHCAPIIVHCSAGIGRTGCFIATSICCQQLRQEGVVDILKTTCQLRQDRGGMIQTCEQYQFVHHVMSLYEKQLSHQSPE
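System: STEP (striatal-enriched tyrosine phosphatase) enzyme, cell-free; medium: Bis-Tris pH 6.0 buffer with DTT, detergent; dosing: 20 µM, 1% DMSO; times: reaction 20 min, ambient temperature; detection: fluorescence, 480/540 nm; read-out basis: normalized % inhibition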
CSN inh = blocks human CSN-mediated cullin deneddylation. inhibition, % at 12.5 µM. Purified CSN, SCF-Nedd8-OG deneddylation, fluorescence polarization. Q92905. AID 651999. 360,000 compounds, 0.38% hits;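 active = pattern-corrected inhibition above about 35%, with an unprinted fluorescence ratio check between 0.5 and 1.5, limit read from the data, passing the limit was not always enough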;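 note: 0% = enzyme with substrate and 100% = substrate without enzyme; some results filed as inactive read as strong as hits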
Target sequence (Q92905 whole entry, looked up, one chain of several): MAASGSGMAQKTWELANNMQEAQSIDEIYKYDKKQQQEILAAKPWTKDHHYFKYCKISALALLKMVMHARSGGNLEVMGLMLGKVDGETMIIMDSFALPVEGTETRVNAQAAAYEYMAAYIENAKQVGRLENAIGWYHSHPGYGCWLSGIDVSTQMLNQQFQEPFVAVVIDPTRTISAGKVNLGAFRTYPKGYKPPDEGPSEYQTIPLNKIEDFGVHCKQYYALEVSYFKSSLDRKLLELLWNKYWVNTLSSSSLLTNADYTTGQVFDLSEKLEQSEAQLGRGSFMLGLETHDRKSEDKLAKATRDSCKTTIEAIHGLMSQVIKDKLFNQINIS
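Assay system: Purified human Csn5 enzyme expressed in HEK293T cells | Amount: Enzyme 0.24 nM | Measured by: Fluorescence polarization readout | Medium: Tris/NaCl/DTT buffer, pH 7.5 | Compound dosing: One concentration, 12.5 µM, 0.25% DMSO | Times: 90 min incubation of compound, enzyme and substrate at room temperature | Control set: no-enzyme wells high, enzyme-with-substrate wells low | Read-out: % inhibition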
SUMO1 PPI mod = SUMO1-SIM interaction modulation; SUMO1 binding to a labelled peptide, TR-FRET, 1 h; 360,000 compounds, 0.33% hits; inhibition, % at 20 µM; in the data active = inhibition above about 37%
Target sequence (P63165 whole entry, looked up): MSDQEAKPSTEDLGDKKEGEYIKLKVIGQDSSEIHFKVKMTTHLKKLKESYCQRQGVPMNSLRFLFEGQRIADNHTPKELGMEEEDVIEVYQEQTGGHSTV
Scp-1 inhibitor = Scp-1 (human) phosphatase inhibition. Q9GZU7. Recombinant Scp1, phosphopeptide, malachite green phosphate absorbance. inhibition, % at 20 µM. 340,000 compounds, 0.88% hits;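 active = inhibition above about 50% at 20 µM, limit read from the data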;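 note: plate controls were DMSO wells with enzyme for no effect and wells lacking enzyme for full effect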
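Assay system: SCP-1 catalytic fragment, aa 76-261 | Buffer or medium: Tris acetate buffer pH 5.5 with MgCl2 and Tween-20 | Compound: One concentration, 20 µM, with 1.0% DMSO | Also added: Phospho 17-mer peptide substrate | Signal: Absorbance at 630 nm | Incubation: 45 min enzyme reaction at room temperature | Measure: % inhibition of SCP-1 phosphate liberation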
DNMT1 inh = inhibitors of human DNMT1 | P26358 | DNMT1 molecular beacon, Hinp1I cleavage, fluorescence | inhibition (reported as % activation of signal), % at 10 µM | 360,000 compounds, 0.83% hits; in the data active = inhibition above about 50%
LMPTP inh = blocks human LMPTP phosphatase; P24666; recombinant LMPTP-A, OMFP fluorogenic substrate, fluorescence intensity; inhibition, % at 20 µM; 360,000 compounds, 0.22% hits; AID 651560;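 active = compounds that cut the enzyme signal by at least half of the control window in the single-dose screen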;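 note: plate controls were DMSO wells with enzyme plus substrate for no effect and substrate without enzyme for full effect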
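Assay system: LMPTP-A enzyme. Input: 0.625 nM LMPTP-A final. Probe or stimulus: 400 µM OMFP. Compound dosing: single 20 µM dose. Schedule: 50 min dark incubation at room temperature. Detection: fluorescence intensity of OMFP turnover product. Read-out: percent inhibition versus substrate-only and uninhibited controls. Benchmarks: no-enzyme low control, uninhibited high control.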
NadD block = blocks S. aureus nicotinate mononucleotide adenylyltransferase | purified NadD enzyme, colorimetric absorbance read-out | inhibition, % at 20 µM | AID 602399 | 360,000 compounds, 0.78% hits; in the data active = inhibition above about 26%; note: some compounds past the cut are filed as inactive
An asterisk follows results filed as active; i = inactive. Hits appear at their usual frequency; 3.6% or so of the library scored in one or more.

SMILES | PABP1 MLLE inh | Rpn11 inh | Tb MetRS inh | STEP block | CSN inh | SUMO1 PPI mod | Scp-1 inhibitor | DNMT1 inh | LMPTP inh | NadD block
CC(C)(C)NC(=O)COc1ccc(CNn2nnnc2N)cc1 | -2 | i | -0.3 | -4 | 1 | 1 | -2 | 1 | -1.2 | -5
C=CCON/C(CCC)=C1\C(=O)CC(C)(C)CC1=NC | -6 | i | -0.5 | -1 | -1 | 1 | 7 | 4 | -1.7 | 0
Cc1cc(C)n(CCNS(=O)(=O)c2ccc(Cl)cc2)n1 | -6 | i | 0.6 | 0 | 7 | 1 | 14 | 2 | -1.1 | -5
O=C(/C=C/c1cccs1)NC1CC1 | 2 | i | -0.1 | 5 | -3 | -3 | -8 | -1 | 1.4 | 1
CC(C(=O)Nc1nccs1)N1C(=O)C2CC=CCC2C1=O (stereo not drawn) | 9 | i | -0.6 | 2 | -1 | -3 | 3 | 3 | -1.7 | -1
NNC(=O)c1csc(-c2cccc(C(F)(F)F)c2)n1 | -11 | i | -0.5 | 2 | -5 | -1 | -3 | 0 | -1.3 | 1
C=CCN(CC(O)c1cccc([N+](=O)[O-])c1)C(C)CCc1ccccc1 (stereo not drawn) | 6 | i | 0.3 | -1 | -1 | -18 | 6 | 7 | 0.0 | -3
C=CCN1C(=O)c2ccc(C(=O)NCCOc3ccccc3F)cc2C1=O | -1 | i | -0.4 | 1 | 1 | -20 | 1 | 2 | 0.6 | -3
CCCCc1c(O)nc2sc3cc(OC)ccc3n2c1=O | -1 | i | 0.9 | -2 | -2 | 14 | 2 | 3 | -0.9 | 2
CC(=O)N1CCN(CC(O)COc2ccc(S(=O)(=O)N3CCOCC3)cc2)CC1 (stereo not drawn) | 10 | i | -0.3 | -2 | 2 | -1 | 1 | 2 | -4.5 | 2
Cc1ccc(-c2csc(-c3c[nH]c4ccccc34)n2)c(C)c1 | 2 | i | -0.8 | 4 | 17 | -1 | -2 | -16 | 4.6 | 2
COc1cccc(C(=O)Oc2ccc3ccc(=O)oc3c2)c1 | -13 | i | -0.9 | 1 | 1 | 0 | -4 | 1 | 1.9 | -5
O=C(NNC1=NC2(CCCC2)Cc2ccccc21)c1ccncc1 | 4 | i | 0.0 | 0 | 3 | -1 | -3 | -2 | 0.3 | -3
COC(=O)c1cn(NC(=O)Cc2ccc(Cl)c(Cl)c2)c(=O)c2ccccc12 | 4 | i | -0.5 | 3 | 7 | 5 | 7 | -4 | 2.2 | -2
CCN(Cc1ccccc1)C(=O)C1CCC(CNc2c(N3CCOCC3)c(=O)c2=O)CC1 (stereo not drawn) | 13 | i | -0.4 | 2 | 4 | 3 | -12 | 0 | -0.4 | 1
Cc1cc(Cl)ccc1OCC(=O)NNC(=O)c1ccc(=O)[nH]c1 | -1 | i | 0.0 | 2 | 6 | 14 | -18 | 5 | -1.2 | 0
C/C(=N\NC(=O)CCc1ccc(S(=O)(=O)N2CCOCC2)cc1)c1ccc(Br)cc1 | -4 | i | -0.4 | 4 | -7 | -2 | -4 | 1 | -0.1 | -5
O=C(COc1ccccc1F)Nc1ccc2c(c1)CCC2 | 1 | i | -0.4 | -2 | -3 | 3 | -9 | -1 | 1.5 | -8
Cc1cccc(NC(=O)c2cc([N+](=O)[O-])ccc2N2CCN(C)CC2)c1 | 19 | i | -0.5 | 3 | -13 | -17 | -5 | 2 | -0.9 | 8
O=C(Cc1cccs1)Nc1nnc(SCc2cccc3ccccc23)s1 | -24 | i | -0.9 | 0 | 4 | 2 | 45 | 37 | 4.9 | 5

Part of the list above, in markdown:
| smiles | PABP1 MLLE inh | Rpn11 inh | Tb MetRS inh | STEP block | CSN inh | SUMO1 PPI mod | Scp-1 inhibitor | DNMT1 inh | LMPTP inh | NadD block |
| --- | --- | --- | --- | --- | --- | --- | --- | --- | --- | --- |
| O=C(Cc1cccs1)Nc1nnc(SCc2cccc3ccccc23)s1 | -24 | i | -0.9 | 0 | 4 | 2 | 45 | 37 | 4.9 | 5 |
| CC(C)(C)NC(=O)COc1ccc(CNn2nnnc2N)cc1 | -2 | i | -0.3 | -4 | 1 | 1 | -2 | 1 | -1.2 | -5 |
| Cc1cc(C)n(CCNS(=O)(=O)c2ccc(Cl)cc2)n1 | -6 | i | 0.6 | 0 | 7 | 1 | 14 | 2 | -1.1 | -5 |
| C/C(=N\NC(=O)CCc1ccc(S(=O)(=O)N2CCOCC2)cc1)c1ccc(Br)cc1 | -4 | i | -0.4 | 4 | -7 | -2 | -4 | 1 | -0.1 | -5 |
| CC(C(=O)Nc1nccs1)N1C(=O)C2CC=CCC2C1=O (stereo not drawn) | 9 | i | -0.6 | 2 | -1 | -3 | 3 | 3 | -1.7 | -1 |

Next structures follow.
SMILES | PABP1 MLLE inh | Rpn11 inh | Tb MetRS inh | STEP block | CSN inh | SUMO1 PPI mod | Scp-1 inhibitor | DNMT1 inh | LMPTP inh | NadD block
CCN(c1c(C)n(C)n(-c2ccccc2)c1=O)S(C)(=O)=O | 52* | i | -0.6 | 0 | 4 | -3 | -9 | 2 | -1.6 | -2
NS(=O)(=O)c1ccc(N/N=C2/CCCc3ccccc32)c([N+](=O)[O-])c1 | -17 | i | -0.9 | 6 | 12 | -28 | -3 | 16 | 3.8 | 2
CCC(Sc1nc2cc(OC)c(OC)cc2c(=O)n1Cc1ccc(OC)cc1)C(=O)NCCOC (stereo not drawn) | 11 | i | 0.8 | 1 | 1 | 2 | -12 | -1 | -0.1 | -9
COc1ccc(CN(C)C(=O)c2ccccc2OCc2c(C)noc2C)c(OC)c1 | 7 | i | 0.2 | 0 | 2 | -26 | -10 | -1 | -8.1 | 5
CCOc1cccc(C(=O)Nc2ccc(N(CC)CC)cc2)c1 | 7 | i | -0.4 | -2 | 4 | 10 | -4 | -2 | -0.5 | -5
COc1ccc(O)c(-c2cc(-c3cccc(Br)c3)n[nH]2)c1 | -6 | i | 0.1 | 2 | -2 | 0 | -13 | -16 | 0.4 | 1
CC(NC(=O)COC(=O)COc1ccc(Cl)cc1)c1ccccc1 (stereo not drawn) | -7 | i | -0.1 | -1 | -1 | 2 | -10 | 5 | -1.0 | -2
CCOC(=O)c1cccc(NC(=O)C2CCN(S(=O)(=O)c3cccs3)CC2)c1 | 1 | i | -1.2 | -6 | 7 | 2 | -4 | 1 | -0.3 | -6
COc1ccc(-c2nnc(SC(C)C(=O)Nc3c(C)n(C)n(-c4ccccc4)c3=O)o2)cc1 (stereo not drawn) | 7 | i | -2.6 | 3 | -5 | -2 | -3 | 7 | -0.4 | -6
CS(=O)(=O)N(CC(=O)N/N=C/c1ccc(OCC(=O)N2CCOCC2)cc1)c1ccccc1Cl | -6 | i | 1.3 | -6 | -9 | -2 | -4 | 4 | -1.1 | -4
CCOC(=O)/C(C#N)=N/Nc1ccc(S(=O)(=O)N2CCc3ccccc32)cc1 | 10 | i | 0.9 | -3 | -16 | -10 | -10 | -20 | 1.9 | 10
O=C(CN1C(=O)CC(c2ccco2)Sc2ccccc21)NC1CCCCC1 (stereo not drawn) | 31 | i | 0.1 | 3 | 5 | 4 | 19 | 17 | 0.9 | 3
CCC(=O)c1ccccc1OCCN1C(=O)NC(C)(C)C1=O | 2 | i | -0.2 | -1 | 3 | 0 | -6 | 3 | -2.6 | -3
CC(NC(=O)CC12CC3CC(CC(C3)C1)C2)C(=O)O (stereo not drawn) | -9 | i | -0.7 | 0 | 3 | 1 | 2 | 1 | -1.3 | -2
C=CCOCC(O)CS(=O)(=O)Cc1ccc(Cl)cc1 (stereo not drawn) | -4 | i | -0.8 | -2 | 4 | 2 | 6 | 1 | -0.8 | -2
COc1ccccc1N=Nc1ccc(N)c(C)c1 | -7 | i | -1.3 | 0 | 3 | -38 | 4 | -9 | 3.9 | -4
CCOc1cc(/C=N/O)ccc1OCC(=O)Nc1cccc(C)c1 | -6 | i | -0.3 | -3 | -7 | 5 | -4 | -7 | -0.5 | -7
CCOc1cccc(C(=O)Nc2ccccc2OC(F)F)c1 | -1 | i | -1.8 | 3 | 1 | 0 | -8 | -4 | -0.4 | -7
CCOC(=O)NC(=O)CSc1nc(C)cc(C)c1C#N | 9 | i | -0.7 | -3 | 1 | -5 | 1 | 9 | -1.4 | -4
Fc1ccccc1NC(=S)Nn1cnnc1 | 6 | i | -0.2 | 8 | 5 | 2 | -2 | -2 | 8.4 | -2

In a second layout: results already given.
SMILES	PABP1 MLLE inh	Rpn11 inh	Tb MetRS inh	STEP block	CSN inh	SUMO1 PPI mod	Scp-1 inhibitor	DNMT1 inh	LMPTP inh	NadD block
COc1ccc(O)c(-c2cc(-c3cccc(Br)c3)n[nH]2)c1	-6	i	0.1	2	-2	0	-13	-16	0.4	1
CC(NC(=O)COC(=O)COc1ccc(Cl)cc1)c1ccccc1 (stereo not drawn)	-7	i	-0.1	-1	-1	2	-10	5	-1.0	-2

More entries follow:
SMILES | PABP1 MLLE inh | Rpn11 inh | Tb MetRS inh | STEP block | CSN inh | SUMO1 PPI mod | Scp-1 inhibitor | DNMT1 inh | LMPTP inh | NadD block
COc1ccc(CC(=O)NNc2ncnc3c2cnn3Cc2ccccc2)cc1OC | 28 | i | 0.2 | 6 | -4 | 2 | -9 | 0 | -0.7 | -2
Cc1ccc(C)c(Nc2cc(C)nc(-c3ccccc3O)n2)c1 | -2 | i | 0.4 | 0 | -7 | 5 | 12 | 1 | 5.5 | -2
CCOc1ccc(NC(=O)Cn2ncc3ccccc32)cc1 | -11 | i | 0.4 | 1 | 3 | 4 | -10 | 0 | -0.5 | -2
Cc1ccc(OCCNC(=O)CNC(=O)c2ccccc2Cl)cc1 | -5 | i | -0.1 | -5 | 1 | 2 | -4 | 3 | -0.6 | -3
Cc1cccc(CC(C)NC(=O)CCc2nnc(CCCCc3ccccc3)o2)n1 (stereo not drawn) | -4 | i | -0.7 | -2 | -1 | -3 | -1 | 4 | -0.2 | -2
CC(C)c1ccc(NC(=O)Cn2nnc(C(=O)NCc3ccc4c(c3)OCO4)c2N)cc1 | -6 | i | -1.1 | -5 | -4 | 3 | -8 | 21 | 17 | 11
CN(C)CCCN(C(=O)CCc1ccccc1)c1nc2ccc(F)cc2s1 | -14 | i | -0.1 | 2 | 4 | -2 | -21 | 3 | 0.0 | -9
CCCOc1ccc(/C=N/n2nnnc2N)cc1OC | -5 | i | -0.3 | -2 | 2 | -15 | 0 | 1 | -1.1 | -3
